# High-throughput results (PubChem)
# FAK inh = FAK kinase inhibitors, primary screen, biochemical; Focal adhesion kinase 1 (Homo sapiens), Q05397; biochemical FAK kinase activity assay; inhibition, %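 (tested at 7 µM)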; hit rate 0.84% among 97,000; AID 727, 2007; in the data active = inhibition above about 19%;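 note: 0% = DMSO and 100% = reference compound high control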
# ERa coact inh = ERα–SRC-1 coactivator interaction inhibitors, primary screen, biochemical, TR-FRET, ERα LBD, estradiol-bound. TR-FRET ER-alpha LBD / SRC-1 peptide. hit rate 1.7% among 86,000. inhibition, % at 25.6 µM. AID 629, 2007; in the data active = inhibition above about 50%;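 note: 0% = receptor plus peptide control and 100% = peptide only without receptor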
# CD11b adhes inh = inhibitors of CD11b/CD18 adhesion to fibrinogen, primary screen, K562 cells, luminescence; inhibition, % at 10 µM; hit rate 0.54% among 93,000; ATPlite luminescence; Mn2+ added to activate the integrin; AID 1497, 2009; Integrin beta-2 (Homo sapiens) + Integrin alpha-M (Homo sapiens), P05107+P11215;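 active = primary inhibition of 50% or more at 10 µM, then 40% or more on retest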; note: some results filed as inactive read as strong as hits
# ERb coact inh = inhibitors of ERβ-SRC1 coactivator interaction, primary screen, biochemical, TR-FRET, ERβ LBD, SRC-1 peptide; Estrogen receptor beta (Homo sapiens), Q92731; TR-FRET ER-beta LBD / SRC1-Cy5 peptide binding; receptor agonist-loaded with 1 µM estradiol; inhibition, % at 25.6 µM; hit rate 1.3% among 86,000; AID 633, 2007;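 active = compounds whose percent inhibition of the receptor-coactivator binding signal exceeds about 50% in the single-dose screen, limit read from the data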;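 note: 0% = receptor plus peptide wells without compound and 100% = peptide-only wells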
# Target sequence (Q92731 whole entry, looked up, the tested form may be a part): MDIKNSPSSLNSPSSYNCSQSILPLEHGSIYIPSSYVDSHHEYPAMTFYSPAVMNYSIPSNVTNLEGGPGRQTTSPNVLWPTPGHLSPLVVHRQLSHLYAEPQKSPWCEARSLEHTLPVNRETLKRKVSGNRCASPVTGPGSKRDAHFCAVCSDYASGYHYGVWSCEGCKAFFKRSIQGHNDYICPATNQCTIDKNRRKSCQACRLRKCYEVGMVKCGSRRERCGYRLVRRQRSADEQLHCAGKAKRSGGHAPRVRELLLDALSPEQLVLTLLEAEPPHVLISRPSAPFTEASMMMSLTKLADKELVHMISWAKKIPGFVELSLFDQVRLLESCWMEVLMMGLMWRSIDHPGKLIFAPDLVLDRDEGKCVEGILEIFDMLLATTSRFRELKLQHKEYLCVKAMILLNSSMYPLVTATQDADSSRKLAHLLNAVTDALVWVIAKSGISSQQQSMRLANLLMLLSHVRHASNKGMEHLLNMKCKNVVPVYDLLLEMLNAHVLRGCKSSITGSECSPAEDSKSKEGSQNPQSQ
# PLAP act = PLAP enzyme activators, biochemical, luminescence, HTS; Alkaline phosphatase, placental type (Homo sapiens), P05187; purified PLAP enzyme, luminescent substrate read-out; hits give high values; activation fold at 20 µM; hit rate 1.2% among 96,000; AID 696, 2007; in the data active = activation fold above about 2
# Target sequence (P05187 whole entry, looked up): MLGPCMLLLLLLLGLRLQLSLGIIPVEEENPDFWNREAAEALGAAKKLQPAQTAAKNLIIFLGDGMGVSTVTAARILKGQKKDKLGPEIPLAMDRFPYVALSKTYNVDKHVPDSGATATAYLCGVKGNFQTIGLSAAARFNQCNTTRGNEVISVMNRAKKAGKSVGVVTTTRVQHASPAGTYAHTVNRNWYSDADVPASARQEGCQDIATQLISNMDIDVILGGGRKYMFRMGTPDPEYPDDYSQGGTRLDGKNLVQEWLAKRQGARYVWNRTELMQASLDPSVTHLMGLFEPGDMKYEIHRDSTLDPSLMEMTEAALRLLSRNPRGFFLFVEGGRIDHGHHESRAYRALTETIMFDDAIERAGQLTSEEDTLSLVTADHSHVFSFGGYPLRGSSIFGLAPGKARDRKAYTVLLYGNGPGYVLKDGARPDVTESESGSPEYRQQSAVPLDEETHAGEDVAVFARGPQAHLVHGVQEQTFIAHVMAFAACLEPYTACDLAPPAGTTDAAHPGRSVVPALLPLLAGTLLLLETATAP
# Ecoli WT expand = growth inhibitors of wild-type E. coli, primary screen, strain BW25113, expanded library, OD600; AID 710, 2007; hit rate 0.15% among 98,000; OD600 absorbance; growth inhibition, % at 100 µM;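 active = growth inhibition above about 50% at one test dose, limit read from the data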;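 note: growth measured after 20 h incubation at 37 °C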
# CD11b adhes enh = enhancers of CD11b/CD18 adhesion to fibrinogen, primary screen, K562 cells, luminescence; Integrin beta-2 (Homo sapiens) + Integrin alpha-M (Homo sapiens), P05107+P11215; ATPlite luminescence; activation, % at 10 µM; hit rate 0.07% among 93,000;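 active = 10 µM primary screen giving 50% or more activity, confirmed by 40% or more on retest at that dose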; note: strong numbers were not always called active; reference of the scale not given here
# ERa coact pot = enhancers of ERα–SRC-1 coactivator binding, primary screen, biochemical, TR-FRET, ERα LBD, low estradiol; coactivator binding (% of control), % at 25.6 µM; Estrogen receptor (Homo sapiens), P03372; TR-FRET ERalpha-LBD/SRC-Cy5 coactivator binding, 2 h; 100 = basal binding, no effect; hit rate 1.3% among 86,000; in the data active = activity above about 200%;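 note: binding measured in presence of low estradiol as agonist stimulus; 0% = peptide alone without receptor and 100% = receptor with peptide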
# MT1-MMP txn act = MT1-MMP promoter reporter activation – cell-based, luciferase luminescence, primary screen; HT1080 MT1-MMP promoter luciferase reporter, overnight; hits give high values; activation factor at 10 µM; hit rate 0.16% among 86,000; AID 750, 2007;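 active = activation factor of at least 2 for MT1-MMP transcription at 10 µM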
# An asterisk follows results filed as active; / = not tested or not shown; [ ] = dose if it differs, or a comment.
SMILES,FAK inh,ERa coact inh,CD11b adhes inh,ERb coact inh,PLAP act,Ecoli WT expand,CD11b adhes enh,ERa coact pot,MT1-MMP txn act
CCC(c1nnnn1CCOC)N1CCN(Cc2ccccc2OC)CC1 (stereo unspecified),-3,-10,0,-4,1.1,9,-1,116,1.1
CC(=O)OC1CCC2(C)C(COc3ccc4ccc(=O)oc4c3)C(C)(O)CCC2C1(C)C (stereo unspecified),5,/,10,/,1.3,-10,2,/,/
O=C(NCc1cccnc1)c1cc(-c2ccco2)on1,1,-5,-9,1[fluorescence artefact?],0.9,-10,-2,113,1.6
O=C(Nc1ccccc1)c1ccn[nH]1,1,-10,/,-3,1,5,/,107,1.3
CCn1c(C)c2c(C)nnc(C)c2c1C,0,-1,16,1,0.8,1,0,139,1.1
O=C(COc1c(Br)cc(Br)c2cccnc12)N1CCc2ccccc2C1,2,5,13,1,1,7,-2,89,1.2
Cc1ccc(OCC(=O)N2CCCCC2)c(Br)c1,0,-17,-12,-9,1.2,7,2,108,1.3
O=C(O)c1ccc(CS(=O)c2cccc(C(F)(F)F)c2)o1 (stereo unspecified),4,-4,/,-1,/,-5,/,101,1
CCc1cc(=O)n2[nH]c(C)c(-c3ccccc3OC)c2n1,7,-1,9,-9,1.6,4,0,117[fluorescence artefact?],1
CC(=O)N1CCN(c2nc(CC(C)C)c3c(c2C#N)CCC3)CC1,-2,1,12,-8,1.5,0,-6,115,1.2
COc1ccc(/C=N/NC(=O)Cc2csc(Nc3cccc(C(F)(F)F)c3)n2)c(OC)c1,6,/,-4,/,1,1,48,/,/
NC(=O)C1CCN(C(=O)CSc2nc3ccccc3[nH]2)CC1,0,/,0,/,0.8,-3,-2,/,/
Cc1cccc(OCc2nc(C#N)c(NCc3ccc4c(c3)OCO4)o2)c1,-2,0,11,5[fluorescence artefact?],1.1,-19,1,72[fluorescence artefact?],1.2
CCOC(=O)c1nnc2ccnn2c1N,-2,-8,-19,-12,1.1,-2,-8,106,1.1
COC(=O)c1cc(NS(=O)(=O)c2ccc(OC)c(OC)c2)ccc1Cl,2,3,3,8,1.2,14,0,89,1.1
COc1ccc(OC)c(-n2nnnc2SCC(=O)NCCc2ccccc2)c1,1,2,1,8,0.8,2,-2,111,1.1
O=C(Cc1c[nH]c2ccccc12)Nc1nccs1,-3,-10,-5,3,0.9,20,-1,116[fluorescence artefact?],1.4
CCc1nc(OCc2ccccc2)c2sc3nc4c(cc3c2n1)COC(C)(C)C4,0,0,-3,-3,0.9,-5,1,123,1.1
CCn1ncc(C2=NOC(C(=O)Nc3c(C)nn(Cc4ccc(F)cc4)c3C)C2)c1C (stereo unspecified),-3,-2,4,7,1.4,5,-6,112,1
CCOC(=O)Cc1c(C)nc2c(-c3ccccc3)c(C)nn2c1C,0,-28,/,-23,/,/,/,101,1.2
Cc1ccc(CN2CCN(C(=O)C3CCC3)CC2)cc1,-2,0,/,1,/,9,/,99,1
COC(=O)c1ccc(NC(=O)c2ccc(F)cc2)o1,-2,/,-4,/,1,18,-7,/,/
Oc1ccccc1C1=Nc2nc3ccccc3n2C(c2ccccc2)C1 (stereo unspecified),7,-5,8,2,1.4,-14,-5,101[fluorescence artefact?],1.3
CC1CCN(C(=S)c2ccccc2O)CC1,1,-10,-12,-4,1.2,7,-1,93,1.3
COc1ccccc1N1CCN(C(=O)c2cccc(N3C(=O)NC4CC3(C)Oc3ccccc34)c2)CC1 (stereo unspecified),2,-7,24,5[fluorescence artefact?],1.7,-10,-1,92,/

# Laid out differently: results already given
# Every second line gives: FAK inh, ERa coact inh, CD11b adhes inh, ERb coact inh, PLAP act, Ecoli WT expand, CD11b adhes enh, ERa coact pot, MT1-MMP txn act
> Cc1ccc(OCC(=O)N2CCCCC2)c(Br)c1
→ 0, -17, -12, -9, 1.2, 7, 2, 108, 1.3
> O=C(COc1c(Br)cc(Br)c2cccnc12)N1CCc2ccccc2C1
→ 2, 5, 13, 1, 1, 7, -2, 89, 1.2
> Oc1ccccc1C1=Nc2nc3ccccc3n2C(c2ccccc2)C1 (stereo unspecified)
→ 7, -5, 8, 2, 1.4, -14, -5, 101[fluorescence artefact?], 1.3
> Cc1cccc(OCc2nc(C#N)c(NCc3ccc4c(c3)OCO4)o2)c1
→ -2, 0, 11, 5[fluorescence artefact?], 1.1, -19, 1, 72[fluorescence artefact?], 1.2
> CCn1ncc(C2=NOC(C(=O)Nc3c(C)nn(Cc4ccc(F)cc4)c3C)C2)c1C (stereo unspecified)
→ -3, -2, 4, 7, 1.4, 5, -6, 112, 1
> CCc1cc(=O)n2[nH]c(C)c(-c3ccccc3OC)c2n1
→ 7, -1, 9, -9, 1.6, 4, 0, 117[fluorescence artefact?], 1

# Other entries follow:
SMILES,FAK inh,ERa coact inh,CD11b adhes inh,ERb coact inh,PLAP act,Ecoli WT expand,CD11b adhes enh,ERa coact pot,MT1-MMP txn act
O=S(=O)(NCc1ccccc1)c1ccc(S(=O)(=O)N(Cc2cccs2)CC2CCCO2)cc1 (stereo unspecified),2,11,9,8,0.8,-14,-4,105,1
CCOC(=O)c1nnc2cc(-c3ccccc3)nn2c1C,5,-2,8,-2,1.2,5,-1,110,1.3
Cc1cccc(NC(=O)Cn2nnc(-c3cccs3)n2)c1C,3,-6,-4,-7,0.8,-7,-3,119,1.2
C=CCc1cccc(Cl)c1OCCON1C(=O)CCC1=O,-2,7,-2,-27,1.5,-10,0,99,1
COC(=O)c1ccc(C(=O)OC)c(NC(=O)CSCc2ccc(Cl)cc2)c1,-4,/,-9,/,1,-4,-3,/,/
C=CCNS(=O)(=O)c1ccc2nsnc2c1,/,-8,-14,-4,0.9,-2,-2,132,1.1
Cc1cnc(NC(=O)CSc2ccc(Cl)cc2)s1,7,-2,/,-1,0.9,35,/,91,1.2
CC(C)CC(O)(CC(C)C)C(=O)NNc1ccccc1,-1,-7,/,-7,/,/,/,120,1.2
CCCn1nc(CC(=O)OCC)c2ccccc2c1=O,0,-6,/,-12,1.2,10,/,106,1
CCC(=O)Nc1cccc(-c2cn3ccsc3n2)c1,3,-6,7,-6,0.8,15,0,101,/
COc1ccc(OC)c(C(=O)c2ccccc2)c1,1,-21,/,-12,/,/,/,100,1.2
Cc1nc(NS(=O)(=O)c2ccccc2)sc1NC(=O)OC(C)C,0,/,/,/,1.1,-3,/,/,1.1
COc1cc(OC)cc(-c2nnc(SCc3c(F)cccc3Cl)o2)c1,1,-9,2,-13,1.2,-6,-2,119,1.6
O=C(O)c1cccc(S(=O)(=O)NCC2CCCO2)c1 (stereo unspecified),1,-6,-10,-4,1,-4,2,110,1
O=C(CSc1nnc(-c2cccs2)o1)c1cccs1,-3,14,16,1,1.1,-1,-6,103,1.9
CN(CCNC(=O)c1cccc(N2CCCC2=O)c1)Cc1ccccc1,2,-3,5,6,1.4,4,-2,136,/
COc1cc(NS(=O)(=O)c2ccc(NC(=S)NC(=O)C3CCCC3)cc2)nc(OC)n1,-1,42,0,43,1.3,1,-4,156[fluorescence artefact?],1
O=c1cc(N2CCc3ccccc32)[nH]c(=O)n1-c1ccc(Br)cc1,1,-7[fluorescence artefact?],-11,1,1,-7,10,110,/
Cc1oc2c(CN(C)C)c(O)ccc2c(=O)c1-c1ccc2ccccc2n1,-2,5,-5,11,1.2,6,0,109,1.1
COc1ccc(N2C(=O)CSC2c2ccncc2)cc1 (stereo unspecified),/,-20,-15,-21,1.1,4,-2,90,1.1
Cc1cnc(NC(=O)CSc2ncc(-c3ccccc3)n2Cc2ccco2)s1,-1,-1,-12,-4,0.9,2,-4,89,1
FC(F)Oc1ccccc1C1CC(c2ccc(Br)s2)Nc2ncnn21 (stereo unspecified),/,-2,-20,0,0.9,17,2,92,1.3
Cc1ccc(S(=O)(=O)NCC(=O)Nc2ccc(C(F)(F)F)cc2)cc1,-1,-4,8,-6,1,-1,1,90,1
Cc1ccccc1Cn1cc(S(=O)(=O)CC(=O)Nc2nccs2)c2ccccc21,1,10,/,11,/,-5,/,108,1.2
O=C(CSc1ccc2nnc(-c3ccccn3)n2n1)Nc1ccc2c(c1)OCCO2,1,7,-9,11,1.1,3,7,79,/

# Single values from above.
# In CD11b adhes inh, Cc1cccc(NC(=O)Cn2nnc(-c3cccs3)n2)c1C is listed with -4
# In CD11b adhes enh, CCOC(=O)c1nnc2cc(-c3ccccc3)nn2c1C is listed with -1
# In CD11b adhes inh, O=C(CSc1ccc2nnc(-c3ccccn3)n2n1)Nc1ccc2c(c1)OCCO2 is listed with -9
# In ERb coact inh, Cc1ccc(S(=O)(=O)NCC(=O)Nc2ccc(C(F)(F)F)cc2)cc1 is listed with -6

# Remaining list, next part:
SMILES,FAK inh,ERa coact inh,CD11b adhes inh,ERb coact inh,PLAP act,Ecoli WT expand,CD11b adhes enh,ERa coact pot,MT1-MMP txn act
COc1ccc(OC)c2c(N3CCN(C)CC3)cc(C(F)(F)F)nc12,-2,-12,-5,-14,1.3,4,-6,95,1.1
COc1ccc(S(=O)(=O)N2CCC(O)(c3ccc(Cl)cc3)CC2)cc1,-7,0,34,5,0.8,10,1,134,1
Cc1noc(NS(=O)(=O)c2ccc(NC(=O)CS(=O)(=O)c3ccccc3)cc2)c1C,0,/,-30,/,1.3,3,-1,/,1.2
Cc1c(C(=O)O)oc2c1ccc1ccccc12,-4,3,6,8[fluorescence artefact?],1.2,-5,4,103,1
S=C1NC2=C(CCCC2)C2(CCCCC2)N1,-2,-4,/,-15,/,/,/,105[fluorescence artefact?],1.3
COc1ccc(N2C(=O)CSC23C(=O)N2c4c(cccc43)C(C)=CC2(C)C)cc1 (stereo unspecified),-1,0,4,0,1.7,-4,-4,82,1
CCOC(=O)C1C(=O)CC(C)(O)C(C(=O)OCC)C1c1ccccc1 (stereo unspecified),-2,-8,/,0,/,/,/,87,1.2

# Part of the list above, field by field:
Cc1c(C(=O)O)oc2c1ccc1ccccc12
  FAK inh: -4
  ERa coact inh: 3
  CD11b adhes inh: 6
  ERb coact inh: 8[fluorescence artefact?]
  PLAP act: 1.2
  Ecoli WT expand: -5
  CD11b adhes enh: 4
  ERa coact pot: 103
  MT1-MMP txn act: 1

S=C1NC2=C(CCCC2)C2(CCCCC2)N1
  FAK inh: -2
  ERa coact inh: -4
  CD11b adhes inh: /
  ERb coact inh: -15
  PLAP act: /
  Ecoli WT expand: /
  CD11b adhes enh: /
  ERa coact pot: 105[fluorescence artefact?]
  MT1-MMP txn act: 1.3

COc1ccc(N2C(=O)CSC23C(=O)N2c4c(cccc43)C(C)=CC2(C)C)cc1 (stereo unspecified)
  FAK inh: -1
  ERa coact inh: 0
  CD11b adhes inh: 4
  ERb coact inh: 0
  PLAP act: 1.7
  Ecoli WT expand: -4
  CD11b adhes enh: -4
  ERa coact pot: 82
  MT1-MMP txn act: 1

CCOC(=O)C1C(=O)CC(C)(O)C(C(=O)OCC)C1c1ccccc1 (stereo unspecified)
  FAK inh: -2
  ERa coact inh: -8
  CD11b adhes inh: /
  ERb coact inh: 0
  PLAP act: /
  Ecoli WT expand: /
  CD11b adhes enh: /
  ERa coact pot: 87
  MT1-MMP txn act: 1.2
